LmPK inhibitor: qHTS Assay for Inhibitors of Leishmania Mexicana Pyruvate Kinase (LmPK). AID 1721, 2009. Potency, µM (highest dose often 57.5 µM), for the others: top-dose activity change, negative = inhibition, most hits filed as inhibitors. purified LmPK, Kinase-Glo ATP luminescence, 1 h. 290,000 tested, 0.37% active. Q27686; further: potency means the concentration at half of the fitted maximal effect
Target sequence (Q27686 whole entry, looked up): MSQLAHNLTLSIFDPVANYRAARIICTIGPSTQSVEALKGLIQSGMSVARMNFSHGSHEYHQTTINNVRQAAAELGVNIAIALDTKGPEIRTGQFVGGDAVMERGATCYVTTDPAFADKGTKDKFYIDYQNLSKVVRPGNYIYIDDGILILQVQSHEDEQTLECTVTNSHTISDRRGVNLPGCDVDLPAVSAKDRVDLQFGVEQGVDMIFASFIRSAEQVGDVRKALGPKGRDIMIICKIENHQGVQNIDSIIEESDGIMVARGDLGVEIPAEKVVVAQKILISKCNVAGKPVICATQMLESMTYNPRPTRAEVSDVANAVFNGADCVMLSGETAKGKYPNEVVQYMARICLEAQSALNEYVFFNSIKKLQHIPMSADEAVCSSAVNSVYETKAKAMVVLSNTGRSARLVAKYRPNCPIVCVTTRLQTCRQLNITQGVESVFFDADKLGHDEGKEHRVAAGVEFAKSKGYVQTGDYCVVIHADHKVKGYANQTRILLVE
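In 50 mM imidazole pH 7.2 with 7 mM MgCl2, LmPK (0.1 nM) turned over PEP (0.5 mM) and ADP (0.1 mM) for 1 h at room temperature. Luciferase read-out of ATP.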
AmpC inh detg: qHTS Inhibitors of AmpC Beta-Lactamase (assay with detergent); Potency, µM (highest dose often 114 µM), inactives show at the top dose activity change, negative = inhibition, hits mostly inhibitors; AID 485294, 2010; 370,000 tested, 0.041% active; AmpC hydrolysis of nitrocefin, absorbance 480 nm, 0.01% Triton;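 further: potency means the concentration at half of the fitted maximal effect; 0% = no-compound wells and -100% = no-enzyme wells; nearly all actives have a fitted effect of over 25% in size; some results filed as inactive show a strong effect at the top dose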
Target sequence (P00811 whole entry, looked up): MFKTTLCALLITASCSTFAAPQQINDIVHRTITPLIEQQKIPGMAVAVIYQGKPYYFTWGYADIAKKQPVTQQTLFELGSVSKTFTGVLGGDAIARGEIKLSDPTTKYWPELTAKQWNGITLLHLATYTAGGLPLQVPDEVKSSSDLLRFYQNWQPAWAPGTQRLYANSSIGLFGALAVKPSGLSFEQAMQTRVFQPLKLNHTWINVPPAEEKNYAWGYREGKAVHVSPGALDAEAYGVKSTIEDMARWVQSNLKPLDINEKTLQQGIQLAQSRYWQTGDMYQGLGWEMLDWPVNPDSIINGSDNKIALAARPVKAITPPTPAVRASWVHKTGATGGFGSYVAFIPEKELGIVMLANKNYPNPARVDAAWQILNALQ
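20 mM phosphate pH 7.0 + 0.01% (detergent screen) or 0.0001% Triton X-100; 5.3 nM AmpC reagent; cpd preinc 15 min RT; nitrocefin (800 uM stock) to start; A480 q20 s × 4 min; Activity was normalised to no-enzyme and no-compound control wells.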
AMA1 RON2 block: qHTS for Inhibitors of AMA1-RON; Towards Development of Antimalarial Drug Lead: Primary Screen; AlphaScreen AMA1-biotinylated RON2 peptide binding; Potency, µM (doses to about 58.2 µM), for inactives: at the top dose activity change, negative = inhibition, actives largely listed as inhibitors; 360,000 tested, 0.2% active;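 further: potency means the concentration at half of the fitted maximal effect; 0% = vehicle wells and -100% = peptide control; nearly all actives have a fitted effect of over 45% in size; some results filed as inactive show a strong effect at the top dose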
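AMA1 (3D7) with his tag at 25 nM final met compounds first, then biotinylated RON2 peptide at 25 nM; detection used donor plus acceptor beads, 10 µg/mL apiece, read by AlphaScreen after 30 min at room temperature.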
Sm TGR inh: qHTS Assay for the Inhibitors of Schistosoma Mansoni Peroxiredoxins. Potency, µM (doses to about 114 µM), for inactives: top-dose activity change, negative = inhibition, hits mostly inhibitors. 360,000 tested, 3% active. purified TGR, DTNB reduction, TNB absorbance 405 nm. AID 485364, 2010; further: potency means the concentration at half of the fitted maximal effect; nearly all actives have a fitted effect of over 60% in size
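Kinetic colorimetric format: TGR-catalysed, NADPH-driven DTNB reduction monitored via TNB absorbance. Enzyme dispensed at 20 nM; compound exposure 15 min at room temperature before reaction start.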
AmpC no deterg: qHTS Inhibitors of AmpC Beta-Lactamase (assay without detergent); P00811; AmpC nitrocefin hydrolysis, absorbance 480 nm, 0.0001% Triton; Potency, µM (titrated, usually from 57.1 µM), without a hit: top-dose activity change, negative = inhibition, most hits filed as inhibitors; 330,000 tested, 0.52% active; AID 485341, 2010;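 further: potency means the concentration at half of the fitted maximal effect; plate controls were no compound for no effect and no enzyme for full effect; nearly all actives have a fitted effect of over 20% in size; some results filed as inactive show a strong effect at the top dose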
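20 mM phosphate pH 7.0 + 0.01% (detergent screen) or 0.0001% Triton X-100; 5.3 nM AmpC reagent; cpd preinc 15 min RT; nitrocefin (800 uM stock) to start; A480 q20 s × 4 min; Activity was normalised to no-enzyme and no-compound control wells.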
TbPYK inhibitor: qHTS of Trypanosoma Brucei Inhibitors | TbPYK enzyme, Kinase-Glo Plus ATP luminescence, 45 min | 410,000 tested, 0.12% active | Potency, µM (titrated, usually from 76.8 µM), for inactives: top-dose activity, negative = inhibition, hits mostly inhibitors | AID 624173, 2012 | pyruvate kinase (Trypanosoma brucei), Q57TT1; further: potency means the concentration at half of the fitted maximal effect; nearly all actives have a fitted effect of over 50% in size
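Screened from lowest to highest concentration, compounds were pinned into TbPYK/substrate mixtures, and ADP (130 uM final) was added. Plates sat at room temperature for 45 min prior to Kinase-Glo Plus detection by luminescence.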
HCMV antiviral: qHTS Assay for inhibitors of the human cytomegalovirus (HCMV); HFF cells, HCMV-luciferase reporter, 72 h; stronger effect = lower value; activity change, negative = inhibition, % at 57.5 µM; 410,000 tested, 4.5% active; AID 1259415, 2018; in the data active means activity change below about -60%; inconclusive means no clear call, values can overlap the other calls; inactive means above about -39%
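HFF cells seeded 16 h at 37C, treated with compounds, infected with luciferase-reporter HCMV at MOI 1 PFU/cell; luciferase read at 72 h post infection, normalized to buffer-only and Salinomycin controls.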
The depositor's hits bear a star; ? = inconclusive; . = no result given; & = joins results of further samples; ! = repeats disagree; [ ] = another dose, or the depositor's remark. Unless noted, the call rests on the fitted dose curve; in most records, active means well fitted curve in the direction sought with a large enough effect; inconclusive means small, poorly fitted or top-dose-only effect, or another doubt; inactive means no such curve, though single readings can be large; an effect the other way counts as inactive or inconclusive. Unless noted, on the % scale 0 is the no-effect control and ±100 the full control effect.

Second line of a record – LmPK inhibitor | AmpC inh detg | AMA1 RON2 block | Sm TGR inh | AmpC no deterg | TbPYK inhibitor | HCMV antiviral
> CC1CCCN(CCCNS(=O)(=O)c2ccc3c(c2)CCN3C(=O)C2CC2)C1 (stereo not given)
  -2.3% | -4.2% | -11.7% | -0.3% | -24.8% | -1.4% | 16.6
> CNC(=O)CCSc1ccc(C)cc1
  -4.6% | -4.6% | -6.1% | 2.1% | -9.6% | 9.0% | 38.8
> C/C(CC(c1ccccc1)c1c(O)c2ccccc2oc1=O)=N\NC(N)=S (stereo not given)
  3.7% | ? | 34.8%[activator] | 9.4% | -7.9% | -15.2% | 47.9
> O=C1C2C(C(=O)N1CCN1CCN(Cc3ccc([N+](=O)[O-])cc3)CC1)[C@H]1C=C[C@@H]2C1 (stereo not given in full)
  -2.1% | -1.0% | -11.4% | -16.4% | 15.8% | -2.1% | 18.6
> COCCOC(=O)C1=C(C)N=C2SCCC(=O)N2C1/C=C/c1ccccc1 (stereo not given)
  3.7% | -10.4% | 0.0% | -7.5% | 58.8% | -3.5% | 36.2
> Cc1cc2nc(C)c3c(n2n1)CCC3
  6.3% | -6.5% | 2.9% | -3.7% | -13.5% | -0.9% | 14.0
> O=C(CSc1nnc(CNC(=O)c2cccc(C(F)(F)F)c2)o1)NC1CCCC1
  -1.7% | 5.9% | 6.3% | 0.5% | 8.0% | -11.8% | -40.0
> Clc1ccccc1CNCCCSc1nnnn1-c1ccccc1
  . | 2.9% | . | 0.0% | . | -2.5% | -0.1
> CCOC(=O)c1n[nH]c(=O)c2ccccc12
  1.9% | -8.5% | 1.2% | -0.5% | -7.6% | -1.0% | -33.4
> O=C(N/C(=C/c1ccc([N+](=O)[O-])cc1)C(=O)N1CCOCC1)c1ccco1
  -3.3% | 19.0% | 20.5% | 11.5% | 0.6% | -14.1% | 19.6
> Cc1cc(C)cc(C(O)c2ncc(-c3ccccc3F)[nH]2)c1 (stereo not given)
  . | . | -3.5% | . | . | -0.4% | 15.3
> Nc1[nH]c(C(=O)c2ccccc2)c(-c2ccncc2)c1C(=O)NCCc1c[nH]c2ccccc12
  . | . | 26.8% | . | . | -0.7% | -2.3
> CCOC(=O)/C=C/c1ccccc1S(=O)(=O)NC(C)(C)C
  . | . | -3.1% | . | . | -6.3% | -21.5
> COc1ccc(CCNC(=O)CCS(=O)(=O)c2ccc3c(c2)NC(=O)CS3)cc1OC
  -7.7% | 1.0% | 11.6% | -1.5% | -0.4% | -14.0% | -13.0
> COC(=O)N/N=C/c1cn(CCOc2ccccc2)c2ccccc12
  0.8% | -6.1% | ? | 14.7% | 10.1% | 0.7% | ?
> CC(C)C(C)(C#N)NC(=O)CSc1nc2scc(-c3ccccc3)c2c(=O)[nH]1 (stereo not given)
  0.3% | -4.1% | 28.6% | -0.6% | -37.6% | -14.1% | 64.1
> CC(C)(C)CN1C(N)=NC[C@@H]1Cc1ccc(O)cc1
  -3.2% | -7.5% | -14.7% | 15.0% | -21.7% | -1.3% | 46.0
> Cc1nn(CC(=O)N(C)C)c(C)c1S(=O)(=O)N1CCOCC1
  . | -3.0% | 1.0% | 0.7% | -10.5% | -4.0% | 4.4
> CN(C)S(=O)(=O)c1ccc(NC(=S)NC(=O)Cc2ccccc2)cc1
  8.0% | 6.1% | -8.9% | -6.1% | -22.8% | -4.2% | -62.7*
> CCCCC1=CC2=CC(=O)C(C)(OC(=O)CC)C(=O)C2=CN1Cc1ccccc1 (stereo not given)
  0.1%[11.5 µM] | -11.7% | -11.9% | -17.4% | 149.7%[activator] | -4.7% | -37.5
> CC1(C)CC(=O)C=C(Nc2ccc(F)c(Cl)c2)C1
  8.0% | 2.6% | -2.7% | -0.8% | -7.7% | 8.1% | 8.4
> c1ccc(-c2oc3ncnc(N4CCOCC4)c3c2-c2ccccc2)cc1
  -2.7% | -1.2% | . | 4.9% | -10.1% | . | .
> COc1ccc2cc(S(=O)(=O)N3CCCCC3)ccc2c1S(=O)(=O)N1CCCCC1
  2.9% | ? | 13.8% | 3.6% | -17.8% | 6.5% | -71.8*
> CCCOc1ccccc1C1CC(=O)Nc2cc3c(cc21)OCCO3 (stereo not given)
  0.3% | -6.1% | -6.2% | -6.1% | -32.1% | -8.1% | .
> CC1CCCCC1NC(=O)CSc1nnc(CN2CCOCC2)n1C (stereo not given)
  -3.0% | 3.8% | -8.7% | 1.2% | -6.5% | -14.0% | 40.6
> COc1ccc(OC)c(C(=O)NC2CCCc3c2cnn3-c2cc(C)cc(C)c2)c1 (stereo not given)
  . | . | -6.5% | . | . | 1.5% | ?
> COC(=O)c1c(C(=O)OC)c2cc(C)ccn2c1Cl
  6.6% | -7.6% | 8.8% | -8.1% | -12.8% | 2.6% | -29.5
> Nc1nn2cc(-c3ccc(Br)cc3)nc2c2ccccc12
  ? | -1.8% | -0.1% | 5.5% | -24.8% | -3.6% | 113.2
> CCOC(=O)C1CCN(C(=O)Cn2ncc3c([nH]c4ccccc43)c2=O)CC1
  -2.0% | 2.8%&-2.5% | -3.4% | -4.5%&5.5% | -0.7% | 1.0%&1.2% | -68.1*!
> COC1CCCN(Cc2c(C(=O)N3CCN(C4CCCCC4)CC3)nc3ccccn23)C1 (stereo not given)
  -5.2% | 2.0% | -1.5% | -28.8% | 39.2% | 5.9% | 19.1
> COc1ccc2oc(=Nc3ccccc3)c(-c3nc4ccccc4[nH]3)cc2c1
  -8.4% | ? | -3.1% | -5.8% | -17.4% | -12.8% | 14.5
> C/C(=N/Nc1nc(C)cc(C)n1)c1ccc(Br)cc1
  4.0% | -15.8% | 27.7% | -7.1% | 118.9%[activator] | -7.3% | ?
> O=S(=O)(c1ccc(NC(=S)NC2CCCC2)cc1)N1CCCC1
  1.1% | 2.3% | 26.5% | -23.3% | -38.2% | 0.4% | -15.3
> COc1cccc(NC(=O)CN(C)C(=O)CC2CC3CCC2C3)c1 (stereo not given)
  . | -9.0% | -7.5% | -12.0% | -10.5% | -16.3% | -19.5
> COc1ccc(NC(=O)CSc2nnc(CCC(=O)O)c(=O)n2N)cc1
  -2.7% | 5.6% | 46.7%[activator] | 85.6%[activator] | -12.4% | 5.1% | -14.7
> O=C(NCc1ccncc1)c1cc(C(=O)C2CC2)c[nH]1
  -5.3% | ? | 3.2% | ? | -17.8% | -2.9% | ?
> CCCN1Cc2cccc(C(=O)Nc3ccc4c(c3)OCCO4)c2C1=O
  2.4% | ? | -1.6% | 10.7% | 45.7% | -4.5% | 19.8
> CCOC(=O)N1CCN(CC(O)c2ccc3cc[nH]c3c2)CC1 (stereo not given)
  6.2% | -4.1% | 13.0% | 0.0% | 9.2% | 7.3% | 46.9
> O=C(COC(=O)c1ccncc1)Nc1cc(Cl)c(Cl)cc1Cl
  2.6% | -5.7% | . | 1.3% | -8.1% | . | .
> O=S(=O)(NCCOc1ccccc1F)c1cccc(Br)c1
  . | 1.4% | 12.6% | -5.3% | -23.9% | 4.8% | -0.2
> O=C(O)c1ncn(Cc2ccccc2)c1C(=O)O
  -8.0% | ? | ? | 9.4% | -13.0% | 0.0% | -12.1
> Cc1ccc2cccnc2c1N
  8.0% | -6.2% | 39.3%[activator] | 2.5% | -3.6% | -2.7% | -2.0
> N#Cc1ccc(NC2c3ccccc3CC2O)cc1 (stereo not given)
  . | . | -8.3% | . | . | -2.5% | -18.6
> NC(=O)c1cc2cc(Cl)ccc2oc1=O
  -2.4% | ? | 1.8% | -2.7% | -17.0% | -18.0% | 37.5
> CCOC(=O)c1sc(-c2cccs2)nc1C
  -18.1% | -1.4% | 24.6% | 1.6% | -2.8% | -3.2% | 17.0

Part of the list above, bar-delimited:
canonical_smiles | LmPK inhibitor | AmpC inh detg | AMA1 RON2 block | Sm TGR inh | AmpC no deterg | TbPYK inhibitor | HCMV antiviral
O=S(=O)(NCCOc1ccccc1F)c1cccc(Br)c1 | . | 1.4% | 12.6% | -5.3% | -23.9% | 4.8% | -0.2
COc1ccc2oc(=Nc3ccccc3)c(-c3nc4ccccc4[nH]3)cc2c1 | -8.4% | ? | -3.1% | -5.8% | -17.4% | -12.8% | 14.5

(continued)
Second line of a record – LmPK inhibitor | AmpC inh detg | AMA1 RON2 block | Sm TGR inh | AmpC no deterg | TbPYK inhibitor | HCMV antiviral
> CCc1ccc(CN2CCN(S(=O)(=O)Cc3ccccc3)CC2)cc1
  -4.9% | ? | -23.0% | 33.6% | -53.7% | -15.2% | 13.1
> Cc1nnc(SCC(=O)N2CCCC2)n(N)c1=O
  -5.9% | -6.9% | -2.9% | 0.2% | -12.8% | -6.2% | ?
> C=C(C)[C@H]1CC=C(C)C(=O)C1
  . | -2.1% | 0.0% | -31.9% | -11.5% | -9.9% | -13.7
> COc1cc(NC(=S)NCCc2ccccc2)c(OC)cc1NC(=O)CC(C)C
  12.8% | -6.5% | -6.9% | -31.6% | 8.2% | -17.2% | -11.1
> O=C(c1cc(-c2ccco2)on1)N1CCc2ccccc2C1
  3.6% | 5.5% | 13.0% | 12.6µM* | -37.0% | -11.2% | 90.6
> COc1cc(C2c3c(oc4ccc(F)cc4c3=O)C(=O)N2Cc2ccc3c(c2)OCO3)ccc1O (stereo not given)
  . | 9.4% | . | 0.0% | . | 0.3% | 16.7
> CNc1nc(N(C)C)nc(N(C)C)n1
  -0.7% | -5.2% | 11.8% | -2.7% | -10.7% | 0.2% | 55.8
> C/C(CC(C)C)=N\Oc1nc(C)cc(C)n1
  3.7% | -8.5% | 1.1% | 9.9% | 2.8% | 2.9% | -62.7*

Some of these compounds in order of formula weight, high to low:
Second line of a record – LmPK inhibitor | AmpC inh detg | AMA1 RON2 block | Sm TGR inh | AmpC no deterg | TbPYK inhibitor | HCMV antiviral
> CCCOc1ccccc1C1CC(=O)Nc2cc3c(cc21)OCCO3 (stereo not given)
  0.3% | -6.1% | -6.2% | -6.1% | -32.1% | -8.1% | .
> C/C(CC(C)C)=N\Oc1nc(C)cc(C)n1
  3.7% | -8.5% | 1.1% | 9.9% | 2.8% | 2.9% | -62.7*
> Cc1ccc2cccnc2c1N
  8.0% | -6.2% | 39.3%[activator] | 2.5% | -3.6% | -2.7% | -2.0

Screening data from PubChem BioAssay.

Rows are unselected, and some 7.4% of all compounds hit somewhere here.
